# Source: PubChem
# Calpain2 inh: inhibitors of pig calpain II, primary screen, biochemical, fluorogenic peptide substrate, 1536-well; purified calpain II, 30 min; inhibition, % at 16 µM; 0.37% of 220,000 active; AID 1236, 2008;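 active means inhibition above about 50%, limit read from the data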
# zfTRPN1 agonist: zebrafish TRPN1 channel agonists, primary screen, cell-based, HEK293, calcium fluorescence | AID 1424, 2008 | transient receptor potential cation channel N1 (TRPN1/NompC), Danio rerio | HEK293 zebrafish TRPN1-YFP, Fluo-8 calcium fluorescence; 100% = response to 87 µM carbachol | 0.18% of 220,000 active | activation, % at 3 µM;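 active means activation above its plate's cutoff, the mean activation of test wells on that plate plus 3 SD, cut at about 19% in these data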;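 further: 0% = DMSO alone and 100% = 87 µM carbachol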
#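 Material – zebrafish TRPN1-YFP in HEK293 cells · Doses – 3 µM single point · Schedule – dye 1 h 37 °C plus 30 min RT · Signal – Fluo-8 calcium fluorescence, excitation 470-495 nm, emission 515-575 nm · Read-out – % activation versus carbachol response · Control set – carbachol high, DMSO low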
# BaF3 parental: parental Ba/F3 cell viability inhibition, counter-screen for JAK2V617F inhibitor project, murine pro-B, CellTiter-Glo luminescence; CellTiter-Glo ATP luminescence; inhibition, % at 5.6 µM; 1.1% of 220,000 active; AID 1486, 2009;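 active means inhibition above a per-campaign cutoff, the mean inhibition of all tested compounds plus 3 SD, cut at about 27% in these data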;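 further: 0% = DMSO wells and 100% = JAK Inhibitor I control wells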
# Ba/F3 V617F tox: reduced viability of JAK2V617F-dependent Ba/F3 cells, primary screen, JAK2V617F inhibitor project, cell-based, Ba/F3 EpoR-JAK2V617F, luminescence | ATP luminescence | inhibition, % at 5.6 µM | 1.1% of 220,000 active;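 active means inhibition above the campaign mean plus 3 SD over all tested compounds, cut at about 24% in these data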;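 further: cytokine-independent growth of Ba/F3 cells driven by EpoR plus mutant JAK2; 0% = DMSO-treated cells and 100% = JAK inhibitor I control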
# S1P4 ag: S1P4 receptor agonists, primary screen, cell-based | Sphingosine 1-phosphate receptor 4 (Homo sapiens), O95977 | S1P4-expressing cell line, agonist reporter assay | activation, % at 4.98 µM | 0.35% of 220,000 active | AID 1509, 2009; in the data active means activation above about 11%;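 further: 0% = DMSO vehicle and 100% = reference agonist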
# S1P4 antagonist: S1P4 receptor antagonists, primary screen, cell-based; inhibition, % at 4.98 µM; S1P4-expressing cells, antagonist mode, reporter read-out; Sphingosine 1-phosphate receptor 4 (Homo sapiens), O95977; 0.26% of 220,000 active; in the data active means inhibition above about 29%;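 further: 0% = wells stimulated with agonist and 100% = vehicle wells without agonist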
# PERK inh: block of dimerizer-induced PERK translation repression, primary screen, PERK inhibitor project, CHO PERK-DD cells, SEAP luminescence, HTS. CHO PERK-DD fusion, SEAP luminescence translation reporter. Eukaryotic translation initiation factor 2-alpha kinase 3 (Homo sapiens), Q9NZJ5. 0.17% of 220,000 active. AID 1416, 2008. inhibition, % at 5.6 µM;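 active means inhibition above the mean inhibition of all tested compounds plus 3 SD, set separately per screening campaign, cut at about 2.9% in these data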;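 further: PERK kinase domain activated by AP20187 dimerizer at 100 nM; 0% = DMSO with dimerizer and 100% = rapamycin at 8.4 µM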
# TRPML3 agonist: human TRPML3 channel agonists, primary screen, cell-based, HEK293 TRPML3-YFP, Fluo-8 calcium fluorescence, 3 µM | AID 1448, 2008 | 0.29% of 220,000 active | activation, % at 3 µM | 100% = the carbachol control signal;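 active means activation above its plate's cutoff, the mean activation of the plate's test wells plus 3 SD, cut at about 12% in these data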;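 further: 0% = DMSO only wells and 100% = carbachol wells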
# Target sequence (Q8TDD5 whole entry, looked up): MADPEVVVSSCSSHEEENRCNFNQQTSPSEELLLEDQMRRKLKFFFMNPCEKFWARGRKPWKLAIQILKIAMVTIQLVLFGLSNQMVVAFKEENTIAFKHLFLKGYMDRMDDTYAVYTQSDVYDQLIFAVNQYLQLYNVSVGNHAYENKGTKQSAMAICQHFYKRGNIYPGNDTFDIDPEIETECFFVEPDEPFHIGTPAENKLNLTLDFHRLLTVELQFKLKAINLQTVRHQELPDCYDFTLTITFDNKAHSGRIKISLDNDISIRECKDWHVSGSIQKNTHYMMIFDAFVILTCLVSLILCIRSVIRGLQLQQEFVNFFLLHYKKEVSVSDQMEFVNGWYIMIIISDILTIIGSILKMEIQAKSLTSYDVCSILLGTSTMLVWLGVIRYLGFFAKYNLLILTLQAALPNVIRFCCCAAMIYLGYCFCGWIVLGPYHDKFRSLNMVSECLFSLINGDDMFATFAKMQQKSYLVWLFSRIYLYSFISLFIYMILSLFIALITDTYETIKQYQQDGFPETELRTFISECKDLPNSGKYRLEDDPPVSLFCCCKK
#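 Test system: HEK293 cells stably carrying human TRPML3-YFP; Doses: single dose, 3 µM final nominal compound, 0.3% DMSO final; Schedule: dye loading 1 h 37 °C then 30 min ambient, 125 s read; Technique: Fluo-8 calcium fluorescence; Benchmarks: high control carbachol 87 µM, low control DMSO.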
# EP2 modulator: EP2 receptor modulators, cAMP readout, primary screen, cell-based, HTRF cAMP, PGE2 stimulation. Prostaglandin E2 receptor EP2 subtype (Homo sapiens), P43116. EP2-expressing cells, cAMP HTRF FRET, PGE2 co-stimulation. induction, % at 25 µM. 0.83% of 260,000 active;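 active means compounds whose cAMP rise, as percent of the full-agonist control response, exceeds 60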;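 further: rat C6 glioma line stably carrying human EP2 under a CMV promoter; the protocol text gives 20 µM as final concentration; 100% = response of wells given 1 µM PGE2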
# Target sequence (P43116 whole entry, looked up): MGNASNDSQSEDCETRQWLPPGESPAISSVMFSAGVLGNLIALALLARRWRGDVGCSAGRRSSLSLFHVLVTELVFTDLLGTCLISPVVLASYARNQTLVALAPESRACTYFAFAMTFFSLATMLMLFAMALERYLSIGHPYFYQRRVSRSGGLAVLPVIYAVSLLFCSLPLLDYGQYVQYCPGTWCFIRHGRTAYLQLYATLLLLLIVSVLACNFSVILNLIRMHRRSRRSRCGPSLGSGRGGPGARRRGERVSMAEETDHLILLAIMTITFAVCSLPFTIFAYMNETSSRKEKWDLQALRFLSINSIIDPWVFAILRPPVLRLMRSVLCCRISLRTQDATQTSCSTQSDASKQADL
# The depositor's hits bear a star; i = inactive; · = no result given; & = joins results of further samples. Not a hit list; any-hit rate near 3.6%.
SMILES	Calpain2 inh	zfTRPN1 agonist	BaF3 parental	Ba/F3 V617F tox	S1P4 ag	S1P4 antagonist	PERK inh	TRPML3 agonist	EP2 modulator
N#Cc1nc(-c2cccs2)oc1NCc1ccccc1Cl	i	-1.6	9.1	3.3	0.9	3.1	0.3	-1.4	-54.5
CCC(=O)N1CCc2cc(S(=O)(=O)CCC(=O)Nc3c(C)n(C)n(-c4ccccc4)c3=O)ccc21	·	-0.5	3.1	0.7	1.5	-29.0	0.6	-0.3	·
CC1CC(C)CN(C(=O)Nc2ccc(Br)cc2)C1 (centres undefined)	17.8	-1.1	0.5	-2.7	0.8	8.6	1.2	-0.2	-56.6
O=C(CSc1nnc(-c2ccc(F)cc2)o1)Nc1ccc(S(=O)(=O)N2CCCCCC2)cc1	4.7	0.7	4.1	-0.4	0.3	-1.2	0.3	0.4	17.8
CCSc1nnc(NC(=O)c2cc3c(s2)CCCC3)s1	-9.9	2.0	3.7	-2.0	-0.5	-12.0	0.1	0.9	0.2
CN(C)C(=O)[C@@H]1C[C@H]1[C@@H](NC(=O)OCc1ccccc1)c1ccccc1	-8.5	0.3	5.3	-0.8	0.2	14.9	0.2	0.0	24.2
CC(C)CN1CCN(C2CCN(C(C)C)CC2)C(CCO)C1 (centres undefined)	19.7	1.5	6.8	2.3	-2.2	-10.3	0.3	1.2	-21.7
O=C(CSc1nc2ccccc2[nH]1)N1c2ccccc2Sc2ccccc21	0.1	-3.0	4.3	0.5	0.5	-1.4	-0.7	-1.4	24.3
O=C(Nc1ccccc1)N1CC=C(c2ccccc2)CC1	-15.5	1.2	5.4	0.5	-2.5	-25.5	0.6	0.0	-1.7
Cn1c2ccccc2c(=O)c2c(=O)n(-c3ccccc3)c(-c3ccc(C(C)(C)C)cc3)nc21	21.3	-2.0	0.8	4.1	0.8	-13.9	-0.7	-0.8	-18.4
COC(=O)c1cn(CCOc2ccccc2OC)c2ccccc12	-6.0	3.4	4.8	0.0	0.6	-11.0	-0.2	0.5	-27.5&19.4
CC(C)CC(=O)Nc1nc2ccc(S(=O)(=O)N3CCOCC3)cc2s1	-9.3	0.9	11.4	3.2	0.1	13.3	1.0	1.0	-5.5
Cc1c(N=C2NC(=O)C(CC(=O)Nc3ccccc3)S2)c(=O)n(-c2ccccc2)n1C (centres undefined)	4.8	1.0	3.5	-0.9	0.4	-10.4	0.9	0.8	0.2
COc1ccccc1NC(=O)CSc1c2c(nc3ccccc13)CCC2	12.9	-0.9	4.5	-2.4	0.1	-8.1	-0.6	-0.1	-0.1
O=C(c1ccc(COc2ccccc2Br)o1)N1CCN(c2ccccn2)CC1	21.7	-3.1	-0.4	-1.8	0.2	-7.8	-0.5	-1.8	9.2
CCN=c1scc(C)n1/N=C/c1ccsc1	7.5	-0.4	4.6	3.7	165.2*	-5.2	-1.0	-0.3	4.1
COc1ccc(/C=C(/NC(=O)/C=C/c2ccccc2)C(=O)O)cc1	30.7	-0.1	2.3	4.1	0.3	-38.8	1.1	1.0	12.7
OC1(CC#CCN2CCCCC2)c2ccccc2-c2ccccc21	22.3	0.0	-2.7	1.4	-1.0	-4.0	-0.8	0.5	5.4
Cc1ccc2cccc(OCC(=O)NCc3ccco3)c2n1	-70.5	-0.6	1.2	-5.8	-0.4	-17.7	0.3	0.5	2.8
CCN(CC)CC#CCC(C)(c1ccccc1)c1ccccc1	-17.9	0.9	2.7	-3.1	1.0	3.2	-0.6	-1.2	23.5
CCOC(=O)Cn1c(=NC(=O)C2COc3ccccc3O2)sc2cc(S(N)(=O)=O)ccc21 (centres undefined)	5.1	1.3	2.3	1.4	0.5	-24.2	-0.2	1.0	-2.4
CC(=O)N(Cc1c(C#N)c2ccccc2n1C)c1ccccc1	16.4	0.8	2.3	-0.9	1.1	-21.0	-0.3	-0.1	-6.0
Cc1cc(C)n(-c2ccc(C(=O)Nc3nc4ccccc4s3)cc2)n1	-475.8	1.1	0.8	-0.5	2.6	-4.3	0.5	1.2	-30.2
CCOC(=O)c1[nH]c2ccc(C)cc2c1N	-66.9	-0.3	0.9	-2.8	1.3	-26.1	0.6	0.7	-17.2
COc1ccc(OCC(=O)NCCCn2ccnc2)cc1	-0.3	-0.1	-2.4	-2.3	1.4	-26.9	1.1	0.2	21.5

# Structures listed so far containing a furan ring, fused or not (2):
SMILES	Calpain2 inh	zfTRPN1 agonist	BaF3 parental	Ba/F3 V617F tox	S1P4 ag	S1P4 antagonist	PERK inh	TRPML3 agonist	EP2 modulator
O=C(c1ccc(COc2ccccc2Br)o1)N1CCN(c2ccccn2)CC1	21.7	-3.1	-0.4	-1.8	0.2	-7.8	-0.5	-1.8	9.2
Cc1ccc2cccc(OCC(=O)NCc3ccco3)c2n1	-70.5	-0.6	1.2	-5.8	-0.4	-17.7	0.3	0.5	2.8

# Carrying on:
SMILES	Calpain2 inh	zfTRPN1 agonist	BaF3 parental	Ba/F3 V617F tox	S1P4 ag	S1P4 antagonist	PERK inh	TRPML3 agonist	EP2 modulator
COC(=O)C1CCN(C(=O)c2sc3nc(-c4ccc(F)cc4)cn3c2C)CC1	9.4	2.6	2.9	-4.3	-1.0	-11.7	0.1	-0.2	-7.5
CCc1ccc(N(CC)c2ncnc3nc[nH]c23)cc1	0.1	-0.2	2.5	-1.4	1.1	-7.3	0.5	-0.2	16.1
COc1ccc(CN2CCNC(=O)C2CC(=O)N(Cc2nccn2C)C(C)C)c(OC)c1 (centres undefined)	-22.4	2.1	0.4	-2.7	-0.7	6.8	-1.0	0.7	2.4
O=C(Cn1ncc2c(=O)oc3ccccc3c21)NC1CC1	-26.9	0.1	1.8	-4.1	1.4	0.3	0.2	0.7	19.5
CNc1nc(N(C)C)nc(N(C)C)n1	-15.5	0.5	4.1	3.2	-1.0	-25.2	-0.1	0.2	10.3
CC(C)CC(=O)Nc1ncnc2c1C(=O)CC(C)(C)C2	6.4	-0.5	4.1	-3.4	1.8	-10.1	1.1	1.3	11.7
CC1CCCCC1NC(=O)COC(=O)c1ccc(N(C)C)cc1 (centres undefined)	11.5	-0.3	4.9	2.9	3.6	2.5	-0.9	-0.3	-14.5
COc1ccc(CNC(=S)Nc2ccccc2-c2ccccc2)cc1	24.6	-1.4	6.1	0.4	2.7	-2.0	-0.4	-1.2	-7.7
Cc1noc(C)c1COC(=O)C1(c2cccc(F)c2)CCCC1	25.4	-2.4	3.3	3.3	0.5	-15.5	-0.9	-0.4	49.3
O=S(=O)(c1ccc(F)cc1)N1CCN(Cc2ccccc2C(F)(F)F)CC1	1.8	-1.1	5.1	0.6	1.1	-11.8	0.2	0.9	24.6
CC(CCc1ccccc1)NC(=O)c1cccs1 (centres undefined)	-15.7	0.6	7.1	4.2	-3.4	3.7	-0.5	0.1	10.7
CCc1nnc(NC(=O)c2ccc(S(=O)(=O)N(CC(C)C)CC(C)C)cc2)o1	23.9	-1.4	3.1	-2.5	1.4	-4.3	-0.6	-1.0	46.9
CCOC(=O)C1CCCN(c2c(NCC3CCCN3CC)c(=O)c2=O)C1 (centres undefined)	-15.0	0.7	5.8	-5.8	-1.8	-4.1	1.9	-0.1	5.1
COc1ccc(CNC(=O)Nc2ccccc2)cc1	9.5	0.1	0.1	-1.7	1.8	-11.5	-0.2	-0.5	0.5
CCc1cccc(NC(=O)Cn2c(=O)oc3cc(S(=O)(=O)N4CCOCC4)ccc32)c1	22.4	1.5	12.6	2.3	0.0	-6.1	0.7	1.2	-2.5
CCc1nnc(-n2nc(C)cc2-c2ccccc2)n1N	-39.2	0.4	2.3	-0.5	-0.9	-3.0	0.0	0.2	5.6
O=C(COC(=O)c1ccc(NS(=O)(=O)c2cccs2)cc1O)NCc1ccccc1	-26.1	-0.7	7.1	2.1	0.5	-15.6	1.1	0.0	0.8
CC(=O)Oc1cccc(N2C(=O)C3C(C2=O)C2C=CC3C23CC3)c1 (centres undefined)	8.2	0.1	3.9	-1.3	1.2	0.9	0.6	0.1	11.1
CC(C)(C)c1cc(Br)ccc1OCC(=O)Nc1ncn[nH]1	9.3	1.1	14.9	19.7	1.0	-21.7	1.2	1.1	-24.1
Cn1c2ccccc2c2c(C(=O)N3CCN(C(=O)c4ccco4)CC3)cn(C3CCCCC3)c(=O)c21	-237.0	-0.4	5.6	1.5	-3.4	5.5	-1.4	-0.4	24.3
Cc1nc(NC(=O)CCc2ccccc2)ccc1Br	-0.9	-0.5	6.9	2.2	2.2	7.9	0.3	0.5	-25.9
Cc1ccc(OCC(=O)N/N=C/c2cccn2C)cc1C	19.6	0.5	-2.4	-1.0	0.0	8.5	0.5	0.2	-27.2
CCOC(=O)c1ccccc1NC1c2ccccc2C(=O)N1C1CCN(C(=O)OCC)CC1 (centres undefined)	-96.6	-0.5	4.6	2.0	0.0	-18.0	-1.0	-1.7	39.6
CCC1N=C(SC)NC(C)=C1C(=O)c1ccccc1 (centres undefined)	-8.0	-0.7	6.6	1.3	-0.9	-14.0	0.0	0.9	0.3
N#Cc1nc(-c2ccc(OCc3ccccc3Cl)cc2)oc1NCCCn1ccnc1	-80.7	-0.2	6.3	-1.4	0.5	-3.1	-0.4	-0.7	-38.2

# Next part.
SMILES	Calpain2 inh	zfTRPN1 agonist	BaF3 parental	Ba/F3 V617F tox	S1P4 ag	S1P4 antagonist	PERK inh	TRPML3 agonist	EP2 modulator
CCCOc1ccc(/C(O)=C2/C(=O)C(=O)N(CCN(C)C)C2c2ccco2)cc1 (centres undefined)	-0.8	1.5	3.6	4.0	0.4	-4.3	0.6	0.7	16.2
Cc1cccc(NC(=S)Nn2cnnc2)c1C	17.1	-1.6	-1.0	-1.7	0.0	-82.5	-0.2	0.3	16.2
O=C1C(CSCc2ccccc2)NC(=S)N1c1ccccc1 (centres undefined)	-26.7	-0.9	-1.0	0.2	0.1	6.6	1.8	0.3	-12.0
Cc1ccc(S(=O)(=O)NCCCOC(=O)Nc2ccncc2)cc1	6.1	2.1	4.2	-0.3	1.6	2.3	-0.5	0.5	28.3
Cc1ccc(CSCC(=O)NCCc2ccccc2)cc1	6.4	-1.8	6.4	-1.4	0.5	9.9	2.0	-0.6	-34.8
CC(=O)c1ccc(NC(=S)NCC(c2ccco2)N2CCCC2)cc1 (centres undefined)	-18.3	-0.7	-2.1	1.9	-0.5	-18.2	-0.6	1.1	-1.1

# Compound profiles, from the list above. Order of values: Calpain2 inh | zfTRPN1 agonist | BaF3 parental | Ba/F3 V617F tox | S1P4 ag | S1P4 antagonist | PERK inh | TRPML3 agonist | EP2 modulator
# CC(=O)c1ccc(NC(=S)NCC(c2ccco2)N2CCCC2)cc1 (centres undefined) is entered as -18.3 | -0.7 | -2.1 | 1.9 | -0.5 | -18.2 | -0.6 | 1.1 | -1.1
# Cc1cccc(NC(=S)Nn2cnnc2)c1C is entered as 17.1 | -1.6 | -1.0 | -1.7 | 0.0 | -82.5 | -0.2 | 0.3 | 16.2
